Assay outcomes (PubChem BioAssay)
mcGAS inh – inhibitors of mouse cGAS | Q8C6L5 | recombinant cGAS, Kinase-Glo ATP depletion luminescence | inhibition, % at 12.5 µM | 0.15% of 160,000 active | AID 1259399;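 note: 0% = negative control wells and 100% = reference inhibitor with no enzyme activity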
NPYLR7 ag – activates Aedes aegypti NPYLR7 receptor | 0.15% of 270,000 active | HEK293T NPYLR7/Galpha15, GCaMP6s calcium fluorescence | activation, % at 10 µM | AID 1259423; in the data active = activation above about 40%;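 note: 0% = vehicle and 100% = reference agonist at the receptor; some compounds past the cut are filed as inactive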
hcGAS inh – blocks human cGAS activity; 0.081% of 290,000 active; Q8N884; inhibition, % at 12.5 µM; recombinant h-cGAS, ATP depletion, Kinase-Glo luminescence;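 note: 0% = vehicle reaction and 100% = reaction without DNA for no activity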
Target sequence (Q8N884 whole entry, looked up): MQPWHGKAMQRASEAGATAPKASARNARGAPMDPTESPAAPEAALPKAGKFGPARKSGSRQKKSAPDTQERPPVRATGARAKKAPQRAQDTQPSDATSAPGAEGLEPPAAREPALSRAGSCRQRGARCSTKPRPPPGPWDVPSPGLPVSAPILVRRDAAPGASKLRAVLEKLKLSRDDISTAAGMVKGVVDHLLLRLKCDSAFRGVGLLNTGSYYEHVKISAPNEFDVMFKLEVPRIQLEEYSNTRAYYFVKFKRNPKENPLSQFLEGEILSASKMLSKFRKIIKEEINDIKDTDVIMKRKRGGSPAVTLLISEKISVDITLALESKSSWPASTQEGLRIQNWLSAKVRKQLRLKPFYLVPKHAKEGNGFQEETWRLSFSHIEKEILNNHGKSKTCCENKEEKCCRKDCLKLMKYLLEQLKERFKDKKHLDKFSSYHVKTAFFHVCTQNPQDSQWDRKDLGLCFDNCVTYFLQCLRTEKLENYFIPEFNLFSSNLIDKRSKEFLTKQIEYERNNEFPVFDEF
The depositor's hits bear a star; & = joins results of further samples. Cut-off read from the data, not from the text of the source, unless noted: active = inhibition above about 40%; inactive = the rest.

O=C(O)CC1Cn2ncc(-c3ccc(Cl)cc3)c2NC1=O (stereo not given) was read as NPYLR7 ag 2.1 and hcGAS inh -1.1.
`COC(C)c1cccc(-c2nccc3occc23)c1` (stereo not given) gave mcGAS inh -16.1, NPYLR7 ag 2.7 and hcGAS inh -3.8.
CCCCc1cn(CC2CCCN(C(=O)c3n[nH]c4c3CCCC4)C2)nn1 (stereo not given) was read as mcGAS inh -15.1, NPYLR7 ag -2.6 and hcGAS inh -2.9.
O=C(c1cnn2c1NC(c1ccccc1)CC2C(F)(F)F)N1CCCCC1 (stereo not given) was read as mcGAS inh -4.5, NPYLR7 ag 3.1 and hcGAS inh -2.9.
`COc1ccccc1-n1c(SCC(=O)Nc2cc(C)cc(C)c2)nc2c(c1=O)SCC2` gave NPYLR7 ag 1.8 and hcGAS inh -4.9.
`O=C(c1ccccc1-c1nn[nH]n1)N1CCOC(Cc2cccc(F)c2)C1` (stereo not given) gave mcGAS inh -14.7 and hcGAS inh -2.9.
For Cc1c(NCc2cccnc2)cccc1C(=O)N1[C@@H]2CC[C@H]1CC(O)C2 (stereo not given in full) the results were mcGAS inh -15.1, NPYLR7 ag 3.9 and hcGAS inh -3.9.
`COc1ccc(OCCCNc2c(F)cc(C#N)cc2F)cc1` gave NPYLR7 ag 6.6 and hcGAS inh -6.7.
CN1C(=O)N(CCC23CC4CC(CC(C4)C2)C3)C(=O)C12CCCCC2 was read as NPYLR7 ag 1.5 and hcGAS inh -2.1.
For CCOC(=O)c1c(NC(=O)c2c(F)cccc2Cl)sc2c1Cc1ccccc1-2 the results were mcGAS inh -4.0, NPYLR7 ag 4.9 and hcGAS inh -1.7.
`Cc1oc2ncn(C)c(=O)c2c1C(=O)n1ccccc1=NC(C)C` gave NPYLR7 ag 5.3 and hcGAS inh -1.1.
`O=C(O)CCn1c(SCc2cccc3ccccc23)nc2ccccc21` gave mcGAS inh -3.5, NPYLR7 ag 3.9 and hcGAS inh -8.1.
`Cc1ccnc(N2C(=O)c3oc4ccc(F)cc4c(=O)c3C2c2ccccn2)c1` (stereo not given) gave mcGAS inh -7.6, NPYLR7 ag 0.8 and hcGAS inh -4.1.
Screening O=S(=O)(c1cccs1)N1CCN(CC(OCc2ccc(C(F)(F)F)cc2)c2ccc(Cl)cc2)CC1 (stereo not given) returned mcGAS inh -6.7 and hcGAS inh -6.2.
COc1ccc(CC(=O)Nc2ccncc2Cl)cc1 was read as NPYLR7 ag 0.8 and hcGAS inh -13.5.
For COc1ccc(NC(=O)NCC(=O)NC2CCCCC2)c(Cl)c1 the results were NPYLR7 ag 13.5 and hcGAS inh -8.5.
For O=C(CN1CCOC1=O)NCCc1cccc(F)c1 the results were mcGAS inh -17.6, NPYLR7 ag 2.6 and hcGAS inh -7.7.
Screening CCOC(=O)c1c(NC(=O)c2cccnc2Cl)c(-c2ccc(OC)cc2)cn1Cc1ccccc1 returned mcGAS inh -9.3, NPYLR7 ag 15.3 and hcGAS inh -10.4.
`CCC(CCNC(=O)C1CC(=O)N(c2ccccc2F)C1)N1CCCC1=O` (stereo not given) gave NPYLR7 ag 6.5 and hcGAS inh -10.3.
CC(C)c1nc(C(=O)N2CCCC(N3CCN(c4cccc(Cl)c4)CC3)C2)cs1 (stereo not given) was read as NPYLR7 ag 2.1&-0.3 and hcGAS inh -6.2&-6.9.
OCCN(Cc1nc(-c2ccc3c(c2)OCO3)no1)Cc1cccs1 was read as NPYLR7 ag -5.4 and hcGAS inh -6.3.
Cc1csc(C(NC(=O)N(C)Cc2ccccc2)C2CC2)n1 (stereo not given) was read as NPYLR7 ag 1.7 and hcGAS inh -5.6.
Screening C=CCSc1nnc2c(n1)OC=Nc1ccccc1-2 returned mcGAS inh -1.0, NPYLR7 ag 4.9 and hcGAS inh 3.9.
For O=C(CSc1nc2ccccc2[nH]1)C1CC1 the results were NPYLR7 ag -0.5 and hcGAS inh -4.5.
O=C(c1ccc(Cl)nc1)N(Cc1cccc(Cl)c1)Cc1nc2cc(Cl)ccc2o1 was read as mcGAS inh -4.4, NPYLR7 ag 0.0 and hcGAS inh -2.5.
Cn1cnnc1Sc1ccc(-c2nccn2Cc2ccco2)o1 was read as mcGAS inh -10.8, NPYLR7 ag 7.4 and hcGAS inh -5.9.
Nc1ccc2[nH]c(=O)c(=O)[nH]c2c1 was read as NPYLR7 ag 7.0 and hcGAS inh -2.9.
For Cn1c(=O)c2c(SCC(=O)Nc3cccc(C(F)(F)F)c3)nc(C3CC3)nc2n(C)c1=O the results were NPYLR7 ag 8.6 and hcGAS inh 2.2.
For CCc1cccc(CC)c1NC(=S)NC(CCC(=O)OC)C(=O)OC (stereo not given) the results were mcGAS inh -7.8, NPYLR7 ag 2.4 and hcGAS inh 1.3.
For CCCC(=O)N1CCCC(C(=O)Nc2ccc3ccn(C)c3c2)C1 (stereo not given) the results were NPYLR7 ag 3.6 and hcGAS inh -16.1.
Screening CCOc1ccc(C2(O)C(C)[N+]3=C(CCC3)N2c2ccc(OC)cc2)cc1 (stereo not given) returned NPYLR7 ag 7.3 and hcGAS inh -5.9.
Screening CN1C(=O)C2C(=NC1c1ccccc1)NC(=S)NC2c1ccccc1 (stereo not given) returned mcGAS inh -7.4, NPYLR7 ag 1.5&0.5 and hcGAS inh -4.6&-9.1.
Cc1ccc(C(=O)N(C)C(C)C2CC2)s1 (stereo not given) was read as NPYLR7 ag 7.9 and hcGAS inh -12.1.
For C=C(C)Cn1c(N2CCN(Cc3ccc(C)cc3)CC2)nc2c1c(=O)[nH]c(=O)n2C the results were NPYLR7 ag 13.3 and hcGAS inh -10.5.
Screening CCOC(=O)C1CCCCN1C(=O)c1cn(Cc2cccc(C(F)(F)F)c2)nn1 (stereo not given) returned mcGAS inh -2.4, NPYLR7 ag 2.3 and hcGAS inh 0.7.
For CC(C)[C@H](O)C(=O)N[C@@H](C)C(=O)N[C@@H]1C(=O)N(C)CCc2ccccc21 the results were mcGAS inh -10.4, NPYLR7 ag -1.6 and hcGAS inh -10.0.

Seven entries from above, sorted by length of the SMILES, rising.
Cc1ccc(C(=O)N(C)C(C)C2CC2)s1 (stereo not given) was read as NPYLR7 ag 7.9 and hcGAS inh -12.1.
Nc1ccc2[nH]c(=O)c(=O)[nH]c2c1 was read as NPYLR7 ag 7.0 and hcGAS inh -2.9.
For CCCC(=O)N1CCCC(C(=O)Nc2ccc3ccn(C)c3c2)C1 (stereo not given) the results were NPYLR7 ag 3.6 and hcGAS inh -16.1.
Screening CN1C(=O)C2C(=NC1c1ccccc1)NC(=S)NC2c1ccccc1 (stereo not given) returned mcGAS inh -7.4, NPYLR7 ag 1.5&0.5 and hcGAS inh -4.6&-9.1.
O=C(c1ccc(Cl)nc1)N(Cc1cccc(Cl)c1)Cc1nc2cc(Cl)ccc2o1 was read as mcGAS inh -4.4, NPYLR7 ag 0.0 and hcGAS inh -2.5.
For C=C(C)Cn1c(N2CCN(Cc3ccc(C)cc3)CC2)nc2c1c(=O)[nH]c(=O)n2C the results were NPYLR7 ag 13.3 and hcGAS inh -10.5.
For Cn1c(=O)c2c(SCC(=O)Nc3cccc(C(F)(F)F)c3)nc(C3CC3)nc2n(C)c1=O the results were NPYLR7 ag 8.6 and hcGAS inh 2.2.

New compounds follow:
`O=C(Cc1ccccc1F)NS(=O)(=O)C1CCCC1` gave NPYLR7 ag 4.6 and hcGAS inh 0.5.
COc1ccc(C(=O)C2CCCN(c3cc(OC)nc(N)n3)C2)c(OC)c1 (stereo not given) was read as mcGAS inh -12.5, NPYLR7 ag 2.9 and hcGAS inh -7.4.
`Cc1cc(C)n(CC(C)CNC(=O)N2CCc3sccc3C2)n1` (stereo not given) gave mcGAS inh -8.1, NPYLR7 ag 7.8 and hcGAS inh -9.8.
Screening CCCc1nnc(NC(=O)N(C)Cc2cc(Cl)cn2C)s1 returned NPYLR7 ag -20.8 and hcGAS inh -13.6.
Screening CC1CN(c2ccc(/C=C(\C#N)c3nc4ccccc4n3C)o2)CC(C)O1 (stereo not given) returned NPYLR7 ag 3.4 and hcGAS inh -9.4.
CCn1cc(C(CC(=O)NCc2ccncc2)c2cc(OC)cc(OC)c2)c2ccccc21 (stereo not given) was read as mcGAS inh -7.7, NPYLR7 ag 4.3 and hcGAS inh -3.3.
CCC(=O)NC(Nc1ncc(C)s1)(C(F)(F)F)C(F)(F)F was read as NPYLR7 ag 1.6 and hcGAS inh -4.7.
`c1ccc(CO/N=C2\CC3CC2C2CCCC32)cc1` (stereo not given) gave NPYLR7 ag -0.9 and hcGAS inh -14.3.
CCc1[nH]c2c(CNS(=O)(=O)c3cn(C)c(C)n3)cc(C)cc2c1C was read as NPYLR7 ag 0.5 and hcGAS inh -3.1.
Cc1ccc(CSc2nccn(-c3ccc4c(c3)OCCO4)c2=O)cc1 was read as mcGAS inh -7.3, NPYLR7 ag -1.9 and hcGAS inh -11.1.
For COc1ccc(-c2csc(-n3[nH]c(-c4ccccc4)c(N=Nc4cccc(C)c4)c3=O)n2)cc1 the results were mcGAS inh -1.3, NPYLR7 ag -7.4 and hcGAS inh -3.1.
`O=C(Nc1ccc(C(F)(F)F)cc1)N1CCSC1c1ccccc1OCc1ccccc1` (stereo not given) gave mcGAS inh -5.9, NPYLR7 ag 12.9 and hcGAS inh -10.4.
CCOC(=O)C1CCCN(C(=O)C2COC3(CCN(C(=O)CC(C)(C)C)CC3)N2C(=O)c2ccccc2)C1 (stereo not given) was read as mcGAS inh -4.7, NPYLR7 ag 8.4 and hcGAS inh -6.9.
Screening CCCCCCc1c(O)nc(SCCN(C)C)[nH]c1=O returned NPYLR7 ag 10.9 and hcGAS inh -11.0.
Screening C=CCC(O)(CC=C)c1ccc(CN(CCC)Cc2ccc(OC)c(OC)c2)o1 returned mcGAS inh -3.5, NPYLR7 ag 8.5 and hcGAS inh -6.1.
For Cn1c(=O)n(Cc2ccc(F)cc2)c(=O)c2c1nc1oc(-c3ccccc3)cn12 the results were mcGAS inh -9.2, NPYLR7 ag -0.4 and hcGAS inh -7.5.
`CS(=O)(=O)NCC1CCCCN1C(=O)Nc1cccc(Cn2cccnc2=O)c1` (stereo not given) gave NPYLR7 ag 3.0 and hcGAS inh -2.3.
CCN(CC)CCSc1c(C(C)C)cnc2c1c(=O)n(C)c(=O)n2C was read as mcGAS inh -11.2, NPYLR7 ag 9.2 and hcGAS inh -11.9.
For CC(=O)c1cc(CN2CCC3(CCCN(Cc4ccc(F)c(F)c4)C3)C2)cs1 (stereo not given) the results were NPYLR7 ag 17.5 and hcGAS inh -9.9.
CCn1cc(C(CC(=O)N2CCN(Cc3ccc4c(c3)OCO4)CC2)c2cccc(Cl)c2)c2ccccc21 (stereo not given) was read as mcGAS inh -5.9, NPYLR7 ag 11.8 and hcGAS inh -7.8.
NC(=O)Cn1ccn2nc(-c3ccc(Cl)cc3)cc2c1=O was read as mcGAS inh -0.6, NPYLR7 ag 3.2 and hcGAS inh -2.5.
For Cc1nc(Cc2noc(Cc3c(F)cccc3Cl)n2)no1 the results were NPYLR7 ag 1.1 and hcGAS inh -10.6.
Screening COc1cccc(C(=O)N(Cc2c(-c3ccccc3F)noc2N2CCOCC2)CC2CCCO2)c1 (stereo not given) returned mcGAS inh -5.0, NPYLR7 ag 9.4 and hcGAS inh -2.8.
`O=C1CC(c2cccs2)CC2=Nc3ccccc3NC(c3ccc(Cl)s3)C12` (stereo not given) gave NPYLR7 ag 4.2 and hcGAS inh -4.7.
For Cc1nc(-c2cccc(-c3cc(N)nc4[nH]ccc34)c2)no1 the results were NPYLR7 ag 0.9 and hcGAS inh -7.4.
`O=S(=O)(NC1CCN2CCCCC12)c1ccc(F)cc1Cl` (stereo not given) gave mcGAS inh -6.2, NPYLR7 ag -2.3 and hcGAS inh -2.3.
CC(C)NC(=O)NC(=O)COc1ccccc1-c1nc2ccccc2s1 was read as NPYLR7 ag 1.1 and hcGAS inh -10.1.
Screening CC(C)Cc1cc(C(=O)N2CCC(n3cc(-c4ccccn4)nn3)CC2)on1 returned mcGAS inh -11.0, NPYLR7 ag 3.0 and hcGAS inh -1.2.
`Cc1onc(-c2ccccc2)c1C(=O)Nc1cc2cc(Br)ccc2oc1=O` gave mcGAS inh 1.3, NPYLR7 ag -1.8 and hcGAS inh 1.0.
`CC(C)=CCCC(C)CN1CCC(N2CCC(C(=O)NC(C)C)CC2)CC1` (stereo not given) gave mcGAS inh -2.1, NPYLR7 ag -0.7 and hcGAS inh 2.1.
`COc1ccc(C(=O)Nc2c(N)nc(SCc3cccc4ccccc34)[nH]c2=O)cc1OC` gave mcGAS inh -7.5, NPYLR7 ag 2.5 and hcGAS inh -7.4.
`c1cc(CN2CCCC2c2nc(-c3ccncc3)no2)n(-c2nccs2)c1` (stereo not given) gave NPYLR7 ag -1.7 and hcGAS inh -0.3.
Screening O[C@@H]1CN(c2ncccn2)CC[C@H]1N1CCN(CCc2ccccc2)CC1 returned NPYLR7 ag 0.2 and hcGAS inh -8.3.
Screening Cn1cc(C(CC(=O)N2CCN(c3ccccc3F)CC2)c2cccc(C(F)(F)F)c2)c2ccccc21 (stereo not given) returned mcGAS inh -3.0, NPYLR7 ag 0.1 and hcGAS inh -2.9.
For CN1C(=O)C(CCC(=O)NCc2ccno2)(Cc2ccccc2)c2ccccc21 (stereo not given) the results were NPYLR7 ag -0.4 and hcGAS inh -3.3.
Cc1cc(CSc2nnc(-c3cccs3)n2C2CC2)on1 was read as NPYLR7 ag -0.5 and hcGAS inh -3.7.
`CN1CCCC[C@]2(C[C@H](C(=O)O)[C@H](c3ccco3)N2C(=O)Cc2ccccc2)C1=O` gave mcGAS inh -7.1, NPYLR7 ag 4.7 and hcGAS inh -6.7.
Screening O=C(O)c1cc(=O)cc[nH]1 returned NPYLR7 ag -1.5 and hcGAS inh -5.3.
Screening Cc1nc(C2CCNCC2)cc(N(C)CCc2noc(C(C)C)n2)n1 returned NPYLR7 ag 1.7 and hcGAS inh -9.3.
`COC(=O)c1ccc(Cn2nc(-c3ccccc3)c3sc(C)nc3c2=O)cc1` gave mcGAS inh -4.6, NPYLR7 ag 9.4 and hcGAS inh 2.3.
